Source: PubChem BioAssay
Rat MKP-3 inhibitors – MKP-3 phosphatase inhibitors, primary screen, biochemical, rat enzyme, in vitro (AID 425); Dual specificity protein phosphatase 6 (Rattus norvegicus); recombinant MKP-3 phosphatase activity, fluorescence; higher % means a stronger effect; inhibition, % at 20 µM; hits with a dose series show IC50 in µM; actives 0.17% (n = 110,000); in the data active means inhibition above about 50%;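 further: plate controls were vehicle for no effect and reference inhibitor for full effect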
Hsp70 inhibitors – Hsp70 inhibitors, probe displacement, primary screen, biochemical, fluorescence polarization (AID 583); Heat shock 70 kDa protein 1A (Homo sapiens); Hsp70 fluorescence polarization probe displacement, mP; higher % means a stronger effect; one-dose displacement, % at 20 µM; IC50 in µM for titrated hits; actives 0.06% (n = 140,000); in the data active means displacement above about 50%;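 further: plate controls were vehicle for no effect and reference ligand for full effect; a part of the inactive calls stands beside numbers as strong as those of hits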
Starred values were filed as active, the others as inactive; . = no result given; & = joins results of further samples.

SMILES | Rat MKP-3 inhibitors | Hsp70 inhibitors
O=C(COc1ccc(Cl)cc1Cl)OCn1nnc2ccccc2c1=O | . | -0.7%
O=C(CN1C(=O)C2C3C=CC(C3)C2C1=O)N1CCc2ccccc2C1 (stereo not drawn) | -1% | -3.2%
CCN(CC)c1ccc(NC(=S)Nc2ccccc2)cc1 | 3% | 1.8%
O=C(O)Cn1c(O)c(C=Nc2ccccc2)sc1=S | -2% | -3.8%&-2.4%
CCC1CCCCN1CCNC(=O)c1[nH]c(C)c(C(C)=O)c1C (stereo not drawn) | -4% | -4.4%
O=c1c2ccccc2nc(SCc2ccccc2)n1Cc1ccccc1 | -1% | -0.8%
c1ccc(CCCc2nc(-c3ccccn3)no2)cc1 | -15% | -4.7%
CCOC(=O)C1=C(c2ccccc2)N2CCN=C2S1 | -2% | 1.8%
O=C(O)CN=Cc1c(O)[nH]c2ccccc12 | -5% | 9.3%
CN1C(=O)C2(c3ccccc31)N(C)CC(c1ccccc1)C21SC(=S)N(Cc2ccco2)C1=O (stereo not drawn) | . | 6.4%
N#CCc1nc2c3c4c(sc3ncn2n1)CCCC4 | -2% | -4.7%
COc1cc(/C=N\Nc2nc3ccccc3[nH]2)cc(OC)c1OC | 2% | -0.9%
COc1ccc(CN(C)C(=O)COC(=O)c2ccc3c(c2)OCO3)cc1OC | . | -0.1%
Cc1cc(-c2ccccc2)nc2cc(C(=O)NCCCn3ccnc3)nn12 | -10% | -3.3%
Cc1ccc(S(=O)(=O)Cc2ccc(C(=O)N3CCN(c4cc(C)ccc4C)CC3)o2)cc1 | 5% | 3.7%
CCO/C=N/C1=C(C#N)C(c2ccccc2)C2=C(CC(C)(C)CC2=O)O1 (stereo not drawn) | 0% | -2.7%
Cc1nn2c3c(cnc2c1-c1ccc(Cl)cc1)C(=O)CC(c1ccco1)C3 (stereo not drawn) | -8% | -2.3%
Cc1occc1C(=O)Nc1nnc(-c2ccncc2)s1 | 0% | 2.9%
O=C(O)CCCNS(=O)(=O)c1ccc2ccccc2c1 | -8% | 2.2%
Cc1cc(C)cc(N2C(=O)CSC2c2cccs2)c1 (stereo not drawn) | 0% | 2.2%
Cc1ccc(-c2cc(C(=O)Nc3cnn(C45CC6CC(CC(C6)C4)C5)c3)no2)cc1 | -13% | 18%
CCOc1cc(/C=N/NC(=O)c2ccccn2)ccc1OC(=O)c1ccccc1 | 0% | -3.0%
COc1ccc(OCCSc2nnc(C)n2-c2ccccc2)cc1 | . | 0.3%
CCOC(=O)Cn1c(=O)c2c(nc(Br)n2Cc2ccc(Cl)cc2)n(C)c1=O | -8% | 0.6%
Cc1nn(Cc2ccc(Cl)c(Cl)c2)c(C)c1NC(=O)c1noc2c1CCCCC2 | 4% | 4.0%
Cc1ccc2[nH]c(C(=O)N/N=C/c3cccs3)c(-c3ccccc3)c2c1 | 4% | -0.7%
CCOc1ccc(-c2nc(Cc3ccc(OC)cc3)no2)cc1 | 3% | -3.6%
CC12CN3CC(C)(CN(C1)C3c1ccc(Br)cc1)C2=O (stereo not drawn) | -2% | -3.3%
O=C1OC(Oc2ccc(Cl)cc2Cl)(c2ccccc2)c2ccccc21 (stereo not drawn) | 2% | 3.6%
O=c1/c(=C/c2ccc(-c3ccc([N+](=O)[O-])cc3Cl)o2)sc2nc3cc(Br)cnc3n12 | 1% | 4.4%
COC(=O)CNC(=O)c1cccc(F)c1 | . | -0.9%
CC1Cc2nc(SCC(=O)Nc3ccccc3F)n(C)c(=O)c2S1 (stereo not drawn) | 8% | -2.8%
CCc1nn(CC(=O)NCCCN2CCc3ccccc3C2)c(=O)c2cc3sccc3n12 | -2% | .
CCOC(=O)c1sc(NC(=O)c2ccc3ncsc3c2)nc1C | -7% | 0.5%
O=C(/C(=C(\O)c1ccccc1)c1nc2ccccc2[nH]1)c1ccc([N+](=O)[O-])cc1 | 3% | -1.9%
Cn1c2c(c(=O)n(C)c1=O)C(c1ccc(OCc3ccccc3)cc1)C1=C(N2)c2ccccc2C1=O (stereo not drawn) | 0% | 2.5%
Cc1ccc(C2=N/C(=C/N3CCOCC3)C(=O)O2)cc1 | -8% | -6.8%
O=C(c1cnc2sccn2c1=O)N(Cc1ccccc1)c1ccccn1 | -9% | 2.5%
Clc1ccccc1Cc1noc(-c2ccccc2Cl)n1 | -3% | -4.3%
CC1CCN(Cc2ccc(NC(=O)C3CCN(c4nnc(-n5cccc5)s4)CC3)cc2)CC1 | -1% | -3.2%
O=S(=O)(Nc1ccc2c(c1)OCO2)c1cc(Cl)ccc1Cl | 5% | 1.9%
COc1cc(/C=N/NC(=O)c2cccnc2)ccc1OS(=O)(=O)c1ccc(F)cc1 | 2% | -5.9%
Cc1nn(C)c(C)c1CNC(=O)c1cc2n(n1)C(C(F)(F)F)CC(c1cccs1)N2 (stereo not drawn) | -4% | -2.0%
Cn1c(-c2ccc3c(c2)OCO3)cnc1N | -3% | 5.9%
O=C(CC1=NCCNC(c2ccccc2)C1)c1ccccc1O (stereo not drawn) | -3% | -7.3%
CC(C)OCCCNC(=O)c1ccc(N(C)S(C)(=O)=O)cc1 | -7% | -3.3%
Cc1nc2ccc(C(=O)O)cc2c2c1CC(C)S2 (stereo not drawn) | 0% | -1.9%
CCOC(=O)C1(c2csc(N)n2)COC(=O)C1 (stereo not drawn) | -4% | .
O=C(Nc1ccccc1)OCC1CCCN2CCCCC12 (stereo not drawn) | 0% | .
COC(=O)Nc1ccc(S(=O)(=O)N2CCCc3ccccc32)cc1 | -4% | 4.9%
COc1ccccc1NC(=O)CN1CCN(S(=O)(=O)c2ccc(Br)cc2)CC1 | -2% | 3.1%
COC(=O)CCN(c1ccccc1)S(=O)(=O)c1ccc(OC)cc1 | 7% | -6.5%
Cc1cccc(C(C)C)c1NC(=O)C1COc2ccccc2O1 (stereo not drawn) | -2% | 1.4%
CCSc1nnc(C)n1-c1ccc(C(=O)O)cc1 | -12% | 5.8%
CS(=O)(=O)N(CC(=O)NCc1ccc2c(c1)OCO2)Cc1ccc(Cl)cc1 | 1% | .
S=C1CCSc2ccc(Cl)cc2N1 | . | 4.0%
Cc1c(O)cc2n(c1=O)-c1ccc(Cl)cc1C2(C)C | . | -2.4%
NC(=O)c1ccc(-n2nnnc2SCC(=O)Nc2ccc(N3CCOCC3)c(Cl)c2)cc1 | -18% | 4.4%
COc1ccc(/C=C2/SC(=O)N(CNc3ccc(I)cc3)C2=O)cc1 | -1% | 1.2%
COc1ccc(C2C3=C(CC(C)(C)CC3=O)Oc3ncn(Cc4ccco4)c(=N)c32)cc1 (stereo not drawn) | -16% | 3.8%

A second format for three compounds above:
| SMILES | Rat MKP-3 inhibitors | Hsp70 inhibitors |
| --- | --- | --- |
| Cn1c2c(c(=O)n(C)c1=O)C(c1ccc(OCc3ccccc3)cc1)C1=C(N2)c2ccccc2C1=O (stereo not drawn) | 0% | 2.5% |
| Cc1ccc(C2=N/C(=C/N3CCOCC3)C(=O)O2)cc1 | -8% | -6.8% |
| O=C(c1cnc2sccn2c1=O)N(Cc1ccccc1)c1ccccn1 | -9% | 2.5% |

The list goes on:
SMILES | Rat MKP-3 inhibitors | Hsp70 inhibitors
O=C1N/C(=N\Nc2ccc([N+](=O)[O-])cc2)S/C1=C/c1ccccc1 | 2% | -15%
COc1ccc(-c2ccc(-c3noc(-c4ccco4)n3)c(OC)n2)cc1 | -11% | -22%
COc1ccc(Cl)cc1C(=O)Nc1ccc(OC(F)(F)F)cc1 | 3% | 1.8%
CCOC(=O)C1CCN(C(=O)Nc2ccc3nccnc3c2)CC1 | . | 0.5%
COc1cccc(NC(=O)c2c(-c3ccccc3Cl)noc2C)c1 | 1% | -4.6%
Nc1cccc(S(=O)(=O)c2cccc(N)c2)c1 | -4% | -5.7%
Cc1cn(S(=O)(=O)c2cc(Cl)ccc2Cl)cn1 | 0% | 0.4%
Cc1ccc(NC(=O)C2(N(CC(C)C)C(=O)Cn3nnnc3N)CCCCC2)cc1 | 4% | 2.7%
Cc1cc(NS(=O)(=O)c2ccc(Nc3nc(-c4cccs4)cs3)cc2)no1 | 6% | -4.3%
CN1C(=O)/C(=C/c2ccccc2F)SC1=S | 0% | 5.7%
CC1(C)Cc2c(sc(NC(=O)COc3ccccc3)c2C#N)CS1 | 5% | -0.7%
CCOC(=O)CSc1nc2sc(C)c(C)c2c(=O)n1C | -4% | -3.9%
COc1cc(C2N(c3ccccc3)CCN2c2ccccc2)ccc1OC(C)=O | -10%&2% | -5.2%&-1.7%
Cc1cc(=O)oc2cc(OCC(=O)c3ccc(Cl)cc3)ccc12 | 4% | 5.0%
Cc1cc(N=Cc2c(O)n(-c3ccc4c(c3)OCO4)c(=O)c3ccccc23)ccn1 | . | -57%
CCOC(=O)C1=C(CN2CCCCC2)NC(=O)NC1c1cc(C)ccc1C (stereo not drawn) | . | 4.9%
COc1ccc(CNC(=O)c2cnn3c(C(F)F)cc(C)nc23)cc1OC | -12% | -1.0%
COc1cccc(/C=N/n2nnnc2N)c1OCc1ccccc1Cl | . | -2.3%
O=c1[nH]nc(SCc2c(F)cccc2Cl)c(=O)[nH]1 | 1% | 1.9%
CCOc1cccc(/C(O)=C2/C(=O)C(=O)N(Cc3cccnc3)C2c2ccco2)c1 (stereo not drawn) | . | -3.7%
COc1ccc(Cc2nnc(N)s2)cc1 | 0% | -3.4%&8.4%
O=[N+]([O-])c1cc([N+](=O)[O-])c(Nc2ccccn2)nc1Nc1ccccn1 | -2% | -2.4%
O=C(CN1C(=O)CSc2ccccc21)Nc1ccc2c(c1)OCCO2 | -3% | 5.4%
O=C(OCCOc1ccc(Br)cc1)c1cnccn1 | -1% | .
CSc1cccc(NC(=O)C2CCN(S(C)(=O)=O)CC2)c1 | 5% | 3.7%
O=C(NCc1ccccn1)C1CC(c2ccc(F)cc2)=NO1 (stereo not drawn) | . | -0.5%
COc1cc(C(=O)NCc2nnc(SCC(=O)Nc3cccc(C)c3)o2)cc(OC)c1OC | -2% | .
COc1ccc(OC)c(NC(=O)c2ccc(-c3ccc(C)c(Cl)c3)o2)c1 | 2% | 0.4%
Cc1ccc(NCc2nnc(SCCN3CCCCC3)n2CC2CCCO2)cc1Cl (stereo not drawn) | -9% | 5.0%
CCOC(=O)c1ccc(NC2C=CS(=O)(=O)C2)cc1 (stereo not drawn) | 3% | -4.3%

Sorted by count of non-hydrogen atoms (descending): 11 of the compounds above.
SMILES | Rat MKP-3 inhibitors | Hsp70 inhibitors
COc1cc(C(=O)NCc2nnc(SCC(=O)Nc3cccc(C)c3)o2)cc(OC)c1OC | -2% | .
Cc1ccc(NCc2nnc(SCCN3CCCCC3)n2CC2CCCO2)cc1Cl (stereo not drawn) | -9% | 5.0%
COc1ccc(CNC(=O)c2cnn3c(C(F)F)cc(C)nc23)cc1OC | -12% | -1.0%
O=[N+]([O-])c1cc([N+](=O)[O-])c(Nc2ccccn2)nc1Nc1ccccn1 | -2% | -2.4%
O=C(CN1C(=O)CSc2ccccc21)Nc1ccc2c(c1)OCCO2 | -3% | 5.4%
Cc1cc(=O)oc2cc(OCC(=O)c3ccc(Cl)cc3)ccc12 | 4% | 5.0%
O=C(NCc1ccccn1)C1CC(c2ccc(F)cc2)=NO1 (stereo not drawn) | . | -0.5%
CSc1cccc(NC(=O)C2CCN(S(C)(=O)=O)CC2)c1 | 5% | 3.7%
O=C(OCCOc1ccc(Br)cc1)c1cnccn1 | -1% | .
O=c1[nH]nc(SCc2c(F)cccc2Cl)c(=O)[nH]1 | 1% | 1.9%
COc1ccc(Cc2nnc(N)s2)cc1 | 0% | -3.4%&8.4%

Later entries:
SMILES | Rat MKP-3 inhibitors | Hsp70 inhibitors
Clc1ccc(COc2ccccn2)cc1Cl | . | 2.7%
O=C(Nc1nc(-c2ccccc2)c(-c2ccccc2)s1)c1ccccc1F | 3% | 1.7%
CC(C(=O)Nc1ccc2c(c1)OCCO2)N1CCN(C(=O)c2ccco2)CC1 (stereo not drawn) | . | 11%
O=C(NC(C(=O)N/N=C/c1cccc2ccccc12)c1n[nH]c(=O)c2ccccc12)c1ccccc1 (stereo not drawn) | . | 0.1%
COc1ccc(OC)c(NC(=O)COc2ccc(S(=O)(=O)NC(C)C)cc2)c1 | -8% | 2.8%
CCOc1ccc(-n2c(SCc3nc(-c4ccc(C)cc4)no3)nnc2-c2ccncc2)cc1 | . | -0.9%
O=[N+]([O-])c1cccc(NN=C2CCCC2)c1 | -3% | 2.4%
O=C(Oc1ccccc1)N1CCN(c2ccc(F)cc2)CC1 | -21% | -0.1%
COc1ccc(N(CC(=O)NCC2CCCO2)S(=O)(=O)c2ccccc2)cc1 (stereo not drawn) | 2% | 0.5%
CCCOC(=O)c1ccc(NC(=O)C2CCCO2)cc1 (stereo not drawn) | 0% | 3.4%
CCOC(=O)c1ccc(-n2[nH]c(-c3ccccc3)cc2=O)cc1 | -4% | 3.1%
O=C(Cc1cccs1)N(c1ccc(Cl)cc1)C1C=CS(=O)(=O)C1 (stereo not drawn) | -2% | -7.4%
Cc1ccc(-c2nc3ncccc3o2)cc1NC(=O)c1ccco1 | -6%&3% | -4.5%&-1.1%
O=c1c2[nH]c3ccccc3c2ncn1Cc1ccco1 | . | -2.9%
COc1ccccc1OCC(=O)Nc1cccc(-c2nc3ccccc3o2)c1 | 3% | 5.1%
COC(=O)c1ccc(CSc2nnc(-c3c[nH]c4ccccc34)n2C)o1 | 3% | 0.2%
Cc1cc(NC(=O)c2ccc(-c3ccc([N+](=O)[O-])cc3C)o2)ccc1NC(=O)c1ccco1 | 4% | 2.2%
CC1=C(c2ccc(Cl)cc2)[N+](=O)C(C)(C)N1[O-] | -14% | -1.3%
O=C1COc2ccc(C(=O)COC(=O)C3CCN(S(=O)(=O)c4cccs4)CC3)cc2N1 | -4% | 4.7%
Cc1ccccc1NC(=O)CN1CCC(NC(=O)Nc2ccccc2)CC1 | 2% | 0.5%
Cc1nn(-c2ccccc2)c(C)c1/C=N/O | 1%&7% | -2.2%&1.6%

Not all compounds are listed, so the mix of outcomes need not match the whole.
